HEK293 cAMP ctrl – parental HEK293 cAMP activation (counter-screen) | Potency, µM (titrated, usually from 57.1 µM), inactives show at the top dose activation, most hits filed as activators | parental HEK293 CNG cAMP sensor, membrane potential fluorescence | 73,000 compounds, 2.5% hits; further: potency means the concentration at half of the fitted maximal effect; % of control where 0% means no effect; nearly all actives have a fitted effect of over 55% in size
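Parental HEK 293 cells stably expressing a modified CNG channel (no TSHR) report cAMP rise as membrane depolarization. Membrane potential dye with 100 uM RO 20-1724 was loaded for 60 min at room temperature, then compound added for 30 min; fluorescence read at 590 nm.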
DNA Pol III inh – blocks replication by bacterial DNA polymerase III holoenzyme. reconstituted DNA polymerase III holoenzyme replication, biochemical. 71,000 compounds, 0.25% hits. AID 603. Potency, µM (top dose mostly 57.1 µM), inactives show at the highest dose activity change, negative = inhibition; further: potency means the concentration at half of the fitted maximal effect; on the % scale 0 is the no-effect control and ±100 the full control effect
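Reconstituted *E. coli* holoenzyme (0.35 nM Pol III, 1 nM beta, 154 nM SSB, 2 nM primase) was preincubated with compound for 15 min at RT. Synthesis on 1.4 nM ssM13Gori ran 35 min, then was stopped with PicoGreen/EDTA and read as dsDNA fluorescence.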
Caspase-1 inhib – allosteric or competitive inhibitors of human caspase-1. P29466. Caspase-1 enzyme, Ac-WEHD-AFC fluorogenic rate. Potency, µM (highest dose often 57.5 µM), inactives show at the highest dose activity change, negative = inhibition, hits mostly inhibitors. 75,000 compounds, 0.03% hits;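 further: potency means the concentration at half of the fitted maximal effect; plate controls were vehicle for no effect and no substrate for full effect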
BRCT inh red – inhibitors of human BRCA1 BRCT-phosphoprotein interaction (red fluorophore); AID 892; 75,000 compounds, 0.03% hits; BRCT-phosphopeptide binding, red fluorescence polarization; P38398; Potency, µM (titrated, usually from 76.9 µM), for the others: at the highest dose activity change, negative = inhibition, actives largely listed as inhibitors; further: on the % scale 0 is the no-effect control and ±100 the full control effect
Target sequence (P38398 whole entry, looked up): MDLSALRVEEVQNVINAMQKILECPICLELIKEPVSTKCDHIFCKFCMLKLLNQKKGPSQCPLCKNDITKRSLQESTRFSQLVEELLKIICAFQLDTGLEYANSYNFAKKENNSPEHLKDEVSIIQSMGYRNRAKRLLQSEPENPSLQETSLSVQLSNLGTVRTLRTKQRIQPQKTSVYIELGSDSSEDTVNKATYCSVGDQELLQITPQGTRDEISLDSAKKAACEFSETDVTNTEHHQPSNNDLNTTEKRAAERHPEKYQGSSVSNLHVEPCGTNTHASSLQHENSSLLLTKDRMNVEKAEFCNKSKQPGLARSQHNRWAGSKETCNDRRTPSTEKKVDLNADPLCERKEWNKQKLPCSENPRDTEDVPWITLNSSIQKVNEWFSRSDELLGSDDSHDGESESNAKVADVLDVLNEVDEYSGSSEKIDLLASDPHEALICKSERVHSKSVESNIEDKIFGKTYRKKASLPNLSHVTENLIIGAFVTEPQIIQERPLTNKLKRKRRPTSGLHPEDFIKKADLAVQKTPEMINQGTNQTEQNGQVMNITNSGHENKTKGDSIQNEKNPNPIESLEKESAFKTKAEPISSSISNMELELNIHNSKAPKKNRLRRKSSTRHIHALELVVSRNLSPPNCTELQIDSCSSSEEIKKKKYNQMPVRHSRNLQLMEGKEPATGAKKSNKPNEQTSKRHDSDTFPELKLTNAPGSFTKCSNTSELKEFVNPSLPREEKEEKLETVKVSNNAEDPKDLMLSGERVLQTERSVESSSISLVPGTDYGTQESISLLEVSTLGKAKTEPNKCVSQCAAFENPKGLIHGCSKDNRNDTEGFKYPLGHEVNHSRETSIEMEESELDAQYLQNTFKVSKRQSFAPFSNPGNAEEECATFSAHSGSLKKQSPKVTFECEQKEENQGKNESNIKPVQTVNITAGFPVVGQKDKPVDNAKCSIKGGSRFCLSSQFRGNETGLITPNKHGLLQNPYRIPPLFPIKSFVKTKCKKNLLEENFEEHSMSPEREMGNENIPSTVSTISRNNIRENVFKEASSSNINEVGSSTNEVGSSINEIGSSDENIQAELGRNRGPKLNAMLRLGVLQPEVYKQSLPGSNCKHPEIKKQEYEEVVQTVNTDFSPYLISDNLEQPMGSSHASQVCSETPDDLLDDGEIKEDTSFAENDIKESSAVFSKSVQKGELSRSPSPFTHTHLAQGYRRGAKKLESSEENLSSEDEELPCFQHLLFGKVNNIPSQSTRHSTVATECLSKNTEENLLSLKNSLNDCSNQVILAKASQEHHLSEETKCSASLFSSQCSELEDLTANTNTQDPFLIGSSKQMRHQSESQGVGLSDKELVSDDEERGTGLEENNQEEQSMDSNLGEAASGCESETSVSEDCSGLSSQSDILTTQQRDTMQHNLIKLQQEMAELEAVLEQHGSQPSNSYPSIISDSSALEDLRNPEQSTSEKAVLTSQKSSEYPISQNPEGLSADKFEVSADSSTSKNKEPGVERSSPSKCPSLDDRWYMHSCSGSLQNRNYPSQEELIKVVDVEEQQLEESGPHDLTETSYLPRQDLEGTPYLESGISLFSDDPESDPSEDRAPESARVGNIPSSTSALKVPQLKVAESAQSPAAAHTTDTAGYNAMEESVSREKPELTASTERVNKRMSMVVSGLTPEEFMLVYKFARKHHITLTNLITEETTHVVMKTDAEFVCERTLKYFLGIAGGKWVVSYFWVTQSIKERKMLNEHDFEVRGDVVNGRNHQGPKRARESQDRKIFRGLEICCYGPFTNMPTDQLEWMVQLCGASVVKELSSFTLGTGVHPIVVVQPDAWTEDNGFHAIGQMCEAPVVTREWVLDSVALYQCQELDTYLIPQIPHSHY
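Fluorescence polarization: 100 nM His-tagged BRCA1 BRCT with 100 nM TAMRA-labelled phospho-BACH1 decapeptide, phosphate buffer pH 7.3 with 150 mM NaCl, DTT, 0.01% Tween 20; 12 min RT. Binding inhibition seen as FP decrease.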
HADH2 inhib – HADH2 (human) dehydrogenase inhibition | Potency, µM (highest dose often 57.1 µM), for the others: top-dose activity change, negative = inhibition, hits mostly inhibitors | Q99714 | 73,000 compounds, 3.4% hits | recombinant HADH2, NADH fluorescence, beta-hydroxybutyryl-CoA; further: potency means the concentration at half of the fitted maximal effect; on the % scale 0 is the no-effect control and ±100 the full control effect; nearly all actives have a fitted effect of over 60% in size; many of its hits are not listed in these tables
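His-tagged recombinant enzyme from E. coli, 20 nM, preincubated 15 min RT with compound; reaction started with 1 mM NAD+ and 90 uM beta-hydroxybutyryl-CoA in 100 mM Tris-HCl pH 9.0. NADH fluorescence (ex 360/em 450) read over 4 min; last-minus-first difference.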
Tau fil binding – tau filament binding. P10636. recombinant tau filaments, thioflavin S fluorescence, 15 h; filaments grown with octadecylsulfate alongside compound. Potency, µM (top dose mostly 57.1 µM), for inactives: at the top dose activity change, negative = inhibition. 71,000 compounds, 2% hits. AID 596;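 further: potency means the concentration at half of the fitted maximal effect; on the % scale 0 is the no-effect control and ±100 the full control effect; actives lower thioflavin S fluorescence by blocking filaments or displacing dye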
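Thioflavine S fluorescence (ex 450, em 510 nm) reports filaments formed from 1 uM human tau plus 30 uM ODS over 15 h at 37 C (10 mM HEPES pH 7.4, 100 mM NaCl, 5 mM DTT); compounds displacing dye or blocking filaments lower signal.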
USP2a inh – inhibitors of human ubiquitin-specific protease USP2a; 60,000 compounds, 0.1% hits; Potency, µM (doses to about 38.3 µM), for inactives: top-dose activity change, negative = inhibition, actives largely listed as inhibitors; O75604; USP2a enzymatic assay, qHTS inhibition;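 further: potency means the concentration at half of the fitted maximal effect; nearly all actives have a fitted effect of over 60% in size; plate controls were DMSO for no effect and NEM full inhibition control for full effect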
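USP2 core (20 nM final) was preincubated with compound for 30 min at RT in 20 mM Tris-HCl pH 8.0, 2 mM CaCl2, 2 mM beta-mercaptoethanol; Ub-PLA2 (20 nM) plus NBD C6-HPC (20 uM) then added, fluorescence read after 2.5 h.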
ALOX15 inhib – blocks human 15-lipoxygenase activity. 74,000 compounds, 1.4% hits. purified 15hLO-1, xylenol orange hydroperoxide absorbance. Potency, µM (highest dose often 57.1 µM), inactives show at the highest dose activity change, negative = inhibition, actives largely listed as inhibitors; further: potency means the concentration at half of the fitted maximal effect; on the % scale 0 is the no-effect control and ±100 the full control effect; nearly all actives have a fitted effect of over 55% in size
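Purified human 15hLO-1 (40 nM) in 25 mM Hepes pH 7.5, 0.01% Triton X-100, preincubated 15 min RT with compound, then 50 uM arachidonic acid for 6 min. Hydroperoxide read by ferrous/xylenol orange, 30 min; 573/405 nm absorbance ratio gave progress.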
Caspase-7 inhib – caspase-7 (human) inhibition, allosteric or competitive; P55210; recombinant caspase-7, Ac-DEVD-AFC fluorescence rate; Potency, µM (top dose mostly 57.5 µM), without a hit: at the top dose activity change, negative = inhibition, actives largely listed as inhibitors; 75,000 compounds, 0.02% hits; AID 889; active means well fitted inhibition curve with a large enough effect in the main read-out, with a control signal flat, not every such curve was filed as active; inconclusive means small, poorly fitted or top-dose-only effect, or a change in a side signal; further: potency means the concentration at half of the fitted maximal effect; % of control where 0% means no effect
BRCT PPI green – BRCA1 BRCT-phosphoprotein interaction inhibition; P38398; BRCA1 BRCT-phosphopeptide binding, green fluorescence polarization; Potency, µM (series often up to 76.9 µM), for inactives: at the top dose activity change, negative = inhibition, usual class: inhibitors; 75,000 compounds, 0.05% hits;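 further: potency means the concentration at half of the fitted maximal effect; plate controls were peptide without protein for full effect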
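Compounds were incubated for 12 min at room temperature with a complex of 100 nM fluorescein-tagged pBACH1 decapeptide and 250 nM His-tagged BRCT protein. Buffer was phosphate pH 7.3 with EDTA, DTT and Tween 20. Disruption of binding lowers the polarization signal.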
Rhodamine autofl – rhodamine region autofluorescence; Rhodamine-region fluorescence, 547/598 nm, Tris buffer; hits give high values; max dye-equivalent concentration, M; 59,000 compounds, 0.05% hits; in the data active means max dye-equivalent concentration above about 11 nM; inconclusive means between about 1.1 nM and that limit
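Intrinsic compound fluorescence, ex 547 / em 598 nm, CCD imager. Tris 100 mM pH 8.0; 15 min RT. Output = rhodamine dye-equivalent concentration at each compound concentration.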
Numbers without * were called inactive; i = inactive; ? = inconclusive; · = not tested or not shown; [ ] = another dose, or the depositor's remark. Unless noted, the call rests on the fitted dose curve; in most records, active means well fitted curve in the direction sought with a large enough effect; inconclusive means small, poorly fitted or top-dose-only effect, or another doubt; inactive means no such curve, though single readings can be large; an effect the other way counts as inactive or inconclusive. Only part of the results is shown; count on the stated rates, not on these rows.

SMILES | HEK293 cAMP ctrl | DNA Pol III inh | Caspase-1 inhib | BRCT inh red | HADH2 inhib | Tau fil binding | USP2a inh | ALOX15 inhib | Caspase-7 inhib | BRCT PPI green | Rhodamine autofl
COc1ccc(OCc2nn3c(-c4cccc(OC)c4)nnc3s2)cc1 | ? | 6% | -5% | -1.2% | -3% | 54% | 5% | 10% | -2% | -2.2% | i
CCc1c(O)c2c(c(O)c1C(C)=O)C(=O)c1c(cc(O)c(C(=O)O)c1C(=O)O)C2=O | 1%[11.4 µM] | ? | -1%[11.5 µM] | -2.5%[15.4 µM] | ? | 3%[11.4 µM] | · | -1%[11.4 µM] | -6%[11.5 µM] | -3.5%[15.4 µM] | i
NC(=O)c1oc2ccc(Cl)cc2c1NC(=O)CN1CCOCC1 | 7% | 4% | 1% | -1.0% | 10% | -7% | 7% | 7% | 0% | 0.1% | i
Cc1cc(NC(=O)CSc2nnc(-c3ccoc3C)o2)no1 | 29% | -9% | 0% | -1.3% | 4% | 10% | 12% | 26% | -2% | 7.4% | i
COc1cc(C(=O)N2CCCC(c3nc(-c4cccs4)no3)C2)cc(OC)c1OC (stereo not drawn) | 23% | -2% | -2% | 2.5% | 1% | 7% | · | 1% | 1% | 0.8% | i
Cc1cc(C)nc(Sc2c(C)n[nH]c2C)n1 | -2% | -4% | 1% | -0.9% | -6% | 5% | -1% | 9% | 0% | -0.2% | i
Cn1nnnc1SCC(=O)c1c(N)n(C)c(=O)n(C)c1=O | -1% | -4% | 1% | 1.0% | -4% | 42% | -3% | 20% | 4% | -2.4% | i
COc1ccccc1CNC(=O)CCNC(=O)Cn1ccc2ccccc2c1=O | -1% | 0% | 2% | 1.7% | -2% | -11% | 1% | 2% | -1% | -0.6% | i
COc1ccccc1N(CC(=O)NCCc1ccccc1)S(C)(=O)=O | -8% | · | -3% | -1.2% | 1% | · | · | 6% | 0% | -1.3% | ·
CCOc1ccc2[nH]c(=O)c(CN(CC3COCCO3)C(=O)c3ccco3)cc2c1 (stereo not drawn) | 26% | -3% | 1% | -1.0% | -30% | 4% | 9% | -19% | -1% | 0.1% | i
C=CC[C@@H]1C=C[C@@H](O/N=C\[C@@H](OC)[C@H](C)/C=C\CC(=O)OC)[C@@H](CO)O1 | -4%[11.4 µM] | · | -1%[11.5 µM] | 1.0%[15.4 µM] | 8%[11.4 µM] | · | · | 6%[11.4 µM] | 2%[11.5 µM] | 0.0%[15.4 µM] | ·
Cc1ccccc1Nc1nc(N)nc(COC(=O)CCS(=O)(=O)c2ccccc2)n1 | 0% | 3% | 2% | 0.6% | 13% | -12% | 34%[activator] | 3% | -1% | -0.1% | i
Cc1ccc(Nc2nc(N)nc(CN3CCN(c4ccccc4)CC3)n2)cc1Cl | 4% | -10% | -3% | -0.1% | 1% | 16µM* | 40%[activator] | -19% | -4% | -0.1% | i
CN(Cc1ccc(O)cc1)C1CCCCC1 | 2%[11.4 µM] | -11%[11.4 µM] | -1% | 0.7% | 4%[11.4 µM] | -12%[11.4 µM] | 4%[7.66 µM] | 16%[11.4 µM] | 3% | 0.9% | ·
COc1ccc(CCNC(=O)CCSc2nc(-c3ccco3)cc(C(F)(F)F)n2)cc1 | ? | -3% | -2% | -0.9% | -18% | 10% | · | 4% | 0% | -0.3% | i
CCOC(=O)N1CCN(C(=O)c2nc3ccccc3s2)CC1 | 8% | 0% | 0% | -2.0% | 4% | -4% | 9% | 4% | 1% | -1.5% | i
CC1(C)CNC(=O)C=C(c2ccccc2)C1 | 16% | 0% | -3% | 0.3% | -10% | -12% | 2% | -2% | -6% | -3.9% | i
COc1ccccc1C(c1nnnn1C(C)(C)C)N1CCCCCC1 (stereo not drawn) | 28% | -8% | -4% | -0.9% | 4% | -7% | -3% | -10% | 0% | -1.6% | i
COc1ccc(-c2noc(N3CCC(C(=O)N4CCN(c5ccccn5)CC4)CC3)n2)cc1 | 28% | -5% | -3% | -0.1% | -8% | 11% | 24% | -6% | -2% | 1.2% | i
O=C(CN(Cc1cccs1)C(=O)CNS(=O)(=O)c1ccc(F)cc1)NCc1ccco1 | ? | -1% | 1% | -0.6% | 8% | 2% | -3% | -5% | 1% | -0.3% | i
Cc1ccc(S(=O)(=O)CCc2nc3ccccc3n2CCC#N)cc1 | ? | -2% | 1% | -1.5% | 3% | 111% | 0% | -8% | 1% | -1.6% | ·
O=C(O)c1nn2c(c1Br)NC(c1ccccc1)CC2C(F)(F)F (stereo not drawn) | 2% | · | -4% | 0.0% | 9% | · | · | 0% | 0% | -1.6% | ·
COC(=O)C1=C(N)Oc2cc(N(C)C)ccc2C1c1ccccc1OC (stereo not drawn) | -3% | -2% | -11% | -0.6% | -3% | 5% | 10% | -12% | -8% | -2.9% | i
Cn1cnnc1SCC(=O)OCN1C(=O)c2ccccc2C1=O | 3% | 4% | -2% | -0.7% | 2% | -8% | -5% | 3% | 0% | -1.9% | i
Cc1ccc(-c2noc(C3CCN(S(=O)(=O)c4ccc5c(c4)OCCO5)CC3)n2)o1 | ? | -3% | -3% | -0.8% | -4% | 5% | 26% | 0% | -16% | 2.9% | i
CN(c1ccccc1)C(c1ccc(F)cc1)c1nnnn1C1CCCC1 (stereo not drawn) | 13µM* | 1% | -5% | -1.0% | 2% | -2% | -14% | 2% | -2% | 0.3% | i
COc1cc2c(cc1NCc1ccccn1)oc1ccccc12 | -2% | -7% | -4% | -2.1% | ? | 32µM* | 22% | ? | -5% | -1.5% | i
O=C(NC1CC1)c1cccc(Nc2ccc(-c3ccc4c(c3)OCCO4)nn2)c1 | 16% | -2% | -3% | -1.6% | 6% | -21% | 25% | -6% | 1% | 1.0% | i
O=c1c(-c2ccccc2)nc2cncnc2n1Cc1ccccc1Cl | -20% | -11% | -13% | 1.3% | 1% | ? | 97%[activator] | 4% | -9% | -0.1% | i
CN(Cc1ccccc1)S(=O)(=O)c1ccc2c(c1)n(C)c(=O)n2C | 0% | -2% | 0% | 1.1% | 6% | 0% | 10% | 1% | 0% | 0.5% | i
Cc1cc(OCC(=O)c2ccc(F)cc2)ccc1N1C(=O)CCC1=O | 1% | -2% | -2% | -2.4% | 29% | 14% | 4% | 7% | -1% | 2.3% | i
Cn1c(=O)oc2cc(S(=O)(=O)N3CCN(c4ccccc4)CC3)ccc21 | 0% | -5% | 0% | 0.1% | 9% | 8% | 8% | 4% | 0% | 6.0% | i
COc1ccc(-c2nnc(SC(C)C#N)o2)cc1 (stereo not drawn) | -10% | -2% | -5% | -0.1% | -4% | 10% | 0% | 1% | -5% | -0.6% | i
CC1CCCCN1S(=O)(=O)c1ccc(C(=O)Nc2nnc(-c3cccs3)o2)cc1 (stereo not drawn) | ? | 2% | -2% | 0.5% | -20% | -8% | 30%[activator] | 55%[activator] | -2% | -0.8% | i
CC(C)N(Cc1nc(-c2ccccc2)no1)C(=O)Cc1ccccc1 | 24% | -5% | 0% | 0.5% | -3% | 0% | · | 0% | -2% | -2.4% | ·
COc1ccccc1C(=O)N1CCN(c2ccccn2)CC1 | 5% | · | -1% | -0.4% | -6% | · | · | 3% | 1% | -2.0% | ·
CCC(=O)Nc1nc2cc(OC)ccc2s1 | -3% | -4% | -1% | -0.2% | 22% | 5% | -8% | 5% | 0% | -1.4% | i
c1ccc2c(c1)nnn1c3ccccc3nc21 | 11% | -8% | -3% | -0.3% | 14% | 7.9µM* | 3% | -1% | -1% | -1.0% | ·
Cc1ccc(C)c(N2CCN(c3cc(C)nc4nnnn34)CC2)c1 | ? | 1% | 0% | -0.6% | 3% | 0% | 1% | -4% | -2% | 0.0% | i
COC(=O)[C@@]1(Cc2ccc(F)cc2)[C@H]2c3cc(C(=O)N4CCCC4)n(CCc4c[nH]c5ccccc45)c3C[C@H]2CN1C(=O)c1ccccc1 | -3% | -9% | -2% | 0.9% | -2% | 190% | · | · | -3% | -0.1% | ·
O=C(O)C1OC(C(=O)O)C2C1C(F)(F)C2(F)F (stereo not drawn) | 3% | -7% | 1% | 0.4% | -2% | 9% | -8% | 4% | 6% | -3.1% | i
C[n+]1ccccc1/C=N/O | · | · | 3% | 0.3% | · | · | -1% | -9% | 0% | 0.5%[3.08 µM] | ·
